# Screening results: PubChem, several laboratories
# Bcl-B displacement = displacers of TR3 peptide from Bcl-B, primary screen, selectivity assay for Bfl-1 inhibitor project, biochemical, fluorescence polarization. FP displacement of FITC-TR3 peptide from Bcl-B; higher % means a stronger effect. displacement, % at 20 µM; hits with a dose series show IC50 in µM. hit rate 0.11% among 96,000;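 active means displacement above 50% at 20 µM plus a fluorescence interference ratio under 1.5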;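 further: plate controls were wells without compound for no effect and wells lacking Bcl-B protein for full effect; a part of the inactive calls stands beside numbers as strong as those of hits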
# MRP resist rev = MRP-mediated drug resistance reversal | H69AR cells + 2 uM doxorubicin, CellTiter-Glo, 72 h | differential viability (reversal), % at 10 µM | hit rate 0.04% among 85,000 | AID 602;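 active means viability drop by adding the cancer drug above about 55%, with treated viability meeting a 40% cutoff, limit read from the data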;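 further: viability without doxorubicin minus viability with 2 µM doxorubicin for each compound; larger differential means the compound sensitizes cells more to doxorubicin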
# NFkB transloc inh = blocks IL-1B driven NFkB nuclear translocation in HUVEC cells | HUVEC IL-1B NFkB p65 nuclear translocation imaging | inhibition, % at 2 µM | hit rate 0.43% among 94,000;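 active means inhibition above about 30% together with a positive call from visual inspection of the well image, limit read from the data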;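 further: nuclear over cytoplasmic p65 intensity ratio measured by imaging; 0% = IL-1B stimulated DMSO wells and 100% = unstimulated DMSO wells; values of inactives mirror those of a sister screen read the other way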
# PLAP inhibition = PLAP enzyme inhibitors, biochemical, luminescence, HTS (AID 690); purified PLAP, luminescent substrate; higher % means a stronger effect; hit rate 0.08% among 96,000; one-dose inhibition, % at 20 µM; IC50 in µM for titrated hits; in the data active means a potency from the dose series; inactive means the rest, 99 in 100 with inhibition below about 30%; further: strong numbers were not always called active
# NFkB transloc pot = enhances IL-1B driven NFkB nuclear translocation | HUVEC IL-1B NFkB p65 nuclear translocation imaging | activation, % at 2 µM | hit rate 0.3% among 94,000 | AID 819;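 active means activation above 40%, about the mean plus 3 SD, also judged a hit on visual image review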;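 further: percent activation is computed from the nuclear over cytoplasmic p65 intensity ratio; values of inactives mirror those of a sister screen read the other way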
# MRP resist rev cytotoxicity = second read-out of MRP resist rev, no call of its own (marks repeat the call); viability, %; H69AR cells, CellTiter-Glo, 72 h; measured here: cytotoxicity without doxorubicin
# MRP resist rev with doxorubicin = recorded beside MRP resist rev, whose call it bears; viability, %; measured here: viability with 2 uM doxorubicin; hits give low values
# NFkB transloc inh cell count 2 µM = recorded beside NFkB transloc inh, whose call it bears; cell count; measured here: cells passing quality filter;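 raw number of nuclei counted in each imaged well without normalization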
# NFkB transloc pot cell count 2 µM = also measured in NFkB transloc pot; calls as there; cell count; measured here: cells passing quality filter
# Active calls of the source: *; . = no result given.
SMILES,Bcl-B displacement,MRP resist rev,MRP resist rev cytotoxicity,MRP resist rev with doxorubicin,NFkB transloc inh,NFkB transloc inh cell count 2 µM,PLAP inhibition,NFkB transloc pot,NFkB transloc pot cell count 2 µM
CC1CCCN(S(=O)(=O)c2ccc(NC(=O)c3cccc(-n4cnnn4)c3)cc2)C1 (stereo not drawn),-7%,-4,88,92,5,190,-15%,-5,190
Cc1cc(C)cc(N2CCN(C(=O)N3CCOCC3)CC2)c1,7%,13,91,78,-24,103,-11%,24,103
CCOC(=O)N1CCN(C(=O)C2CC(c3ccccc3OC)=NO2)CC1 (stereo not drawn),8%,24,94,71,-36,182,-1%,36,182
Fc1ccccc1CSc1nncn1NC/C=C/c1ccccc1,12%,.,.,.,-4,171,12%,4,171
OCCN1CN=C(Nc2nc3ccccc3o2)NC1,2%,-3,97,99,4,139,1%,-4,139
O=C(c1ccc(=O)n(Cc2ccccc2)n1)N1CCN(C/C=C/c2ccccc2)CC1,13%,50,81,31,-2,171,-52%,2,171
CCN=C(NCC)SC1CC(=O)N(c2ccccc2)C1=O (stereo not drawn),17%,13,101,88,-7,194,-8%,7,194
O=C(COC(=O)c1cccc2ccccc12)Nc1ncc(C(F)(F)F)cc1Cl,-37%,17,109,92,-8,160,-25%,8,160
CC(=O)CCc1oc2ccc(NC(C)=O)cc2c1-c1ccc(C)o1,-4%,-3,64,67,-12,164,-5%,12,164
CC(NS(=O)(=O)c1ccc(CCC(=O)N2CCN(C)CC2)cc1)c1ccccc1 (stereo not drawn),-10%,15,85,70,-27,115,-40%,27,115
COc1ccc(S(=O)(=O)Nc2cc(Cl)ccc2OC)cc1,8%,-22,19,41,8,164,-11%,-8,164
CCCN(CC1CC1)c1nc(N)c2c(N)nc(OC)cc2c1C#N,-2%,.,.,.,-8,159,4%,8,159
Cc1occc1C(=O)NNC(=O)C(c1ccccc1)c1ccccc1,4%,.,.,.,-10,200,-65%,10,200
COc1ccc(-c2noc(CSc3nc4ccccc4c(=O)n3-c3ccccc3)n2)cc1OC,-6%,14,91,77,-12,155,18%,12,155
CCn1cc(S(=O)(=O)CC(=O)NC2CCCCC2)c2ccccc21,24%,-3,96,98,-1,124,-3%,1,124
Cc1ccnc(NC(=O)CCC(=O)N(CC(=O)NCC2CCCO2)Cc2ccc(F)cc2)c1 (stereo not drawn),0%,10,97,86,1,131,-20%,-1,131
CSc1nncn1/N=C/c1cc(Cl)ccc1F,-2%,0,69,70,-4,70,-6%,4,70
O=C(O)CN1C(=O)SC(Nc2ccc(Cl)cc2)C1=O (stereo not drawn),-12%,-9,79,88,-23,152,23%,23,152
c1ccc(N2CCN(Cc3ccsc3)CC2)nc1,10%,4,97,93,.,.,8%,.,.
O=C(CN1CCN(c2ccc(F)cc2)CC1)Nc1ccc(-n2cnnn2)cc1,.,.,.,.,-2,69,.,2,69

# Quoted from the listing.
# CC(NS(=O)(=O)c1ccc(CCC(=O)N2CCN(C)CC2)cc1)c1ccccc1 (stereo not drawn) in NFkB transloc inh cell count 2 µM has 115
# Cc1ccnc(NC(=O)CCC(=O)N(CC(=O)NCC2CCCO2)Cc2ccc(F)cc2)c1 (stereo not drawn) in PLAP inhibition has -20%

# Next compounds.
SMILES,Bcl-B displacement,MRP resist rev,MRP resist rev cytotoxicity,MRP resist rev with doxorubicin,NFkB transloc inh,NFkB transloc inh cell count 2 µM,PLAP inhibition,NFkB transloc pot,NFkB transloc pot cell count 2 µM
COc1ccc(O)c(/C=N\NC(=O)CCn2nnc3ccccc32)c1,1%,.,.,.,-11,174,-111%,11,174
CCCOc1ccc(NC(N)=O)cc1OCCC,2%,-1,101,102,6,44,10%,-6,44
CC(C)Cn1c(C(C)C)nc([N+](=O)[O-])c1Sc1ccc(Cl)cn1,.,-6,19,24,0,152,.,1,152
CCn1c(=O)n(CC)c2cc(S(=O)(=O)Nc3ccccc3C)c(C)cc21,-2%,-6,68,74,-9,137,5%,9,137
O=C(CSc1ccc(-c2nc3ccccc3[nH]2)cn1)N1CCN(C(=O)c2ccco2)CC1,8%,2,43,41,14,141,-39%,-14,141
COc1ccc(C(=O)Oc2c(CN3CCOCC3)cc(Cl)c3cccnc23)cc1OC,.,0,1,1,24,57,.,-24,57
COC(=O)c1ccc(O)c(Sc2cc(C(=O)OC)ccc2O)c1,-2%,-3,68,70,-14,104,-54%,14,104
COC(=O)c1c(-c2ccccc2)csc1NC(=O)c1ccco1,1%,5,91,86,-8,105,-4%,8,105
c1coc(CNc2ncnc3c2oc2ccccc23)c1,2%,5,80,75,-28,163,8%,28,163
COC(=O)c1cc(Cl)c(NC(=O)/C=C/c2ccc(Cl)cc2Cl)cc1OC,13%,.,.,.,6,128,-11%,-6,128
CCCn1c(SCc2ccon2)nc2ccccc2c1=O,2%,-16,68,84,12,56,28%,-12,56
CC(=O)c1ccc2c3c(cccc13)CC2,-3%,6,92,86,6,157,9%,-6,157
CC(=O)Nc1ccc(S(=O)(=O)N2CCCc3ccccc32)cc1,-7%,-30,13,43,-13,151,22%,13,151
Cc1cc(C)n(C(=O)c2cc3sccc3[nH]2)n1,1%,-12,91,103,.,.,12%,.,.
CCN(CC)CCOC(=O)c1c(C)oc2ccc(OC)cc12,1%,-3,90,92,-6,86,-41%,5,86
Cc1ccc(NC(=O)C2CC(=O)n3c(nc4ccccc43)N2)cc1 (stereo not drawn),-3%,.,.,.,2,109,-14%,-2,109
O=C(O)Cc1csc2ccccc12,-9%,-13,91,103,.,.,1%,.,.
C=CCNC(=S)NNC(=O)c1cccn(Cc2ccc(Cl)cc2)c1=O,4%,.,.,.,-4,32,-11%,4,32
CCOC(=O)CSc1nc2c(c(=O)n1-c1ccc(OC)cc1)SCC2,-5%,29,109,80,-1,129,-5%,1,129
FC(F)(F)c1cccc(NC(=S)NNC(=S)NCc2ccccc2)c1,4%,.,.,.,4,173,-19%,-4,173

# A draw from above in order of SMILES length, falling:
SMILES,Bcl-B displacement,MRP resist rev,MRP resist rev cytotoxicity,MRP resist rev with doxorubicin,NFkB transloc inh,NFkB transloc inh cell count 2 µM,PLAP inhibition,NFkB transloc pot,NFkB transloc pot cell count 2 µM
COC(=O)c1cc(Cl)c(NC(=O)/C=C/c2ccc(Cl)cc2Cl)cc1OC,13%,.,.,.,6,128,-11%,-6,128
CC(C)Cn1c(C(C)C)nc([N+](=O)[O-])c1Sc1ccc(Cl)cn1,.,-6,19,24,0,152,.,1,152
Cc1ccc(NC(=O)C2CC(=O)n3c(nc4ccccc43)N2)cc1 (stereo not drawn),-3%,.,.,.,2,109,-14%,-2,109
CCCn1c(SCc2ccon2)nc2ccccc2c1=O,2%,-16,68,84,12,56,28%,-12,56
O=C(O)Cc1csc2ccccc12,-9%,-13,91,103,.,.,1%,.,.

# (continued)
SMILES,Bcl-B displacement,MRP resist rev,MRP resist rev cytotoxicity,MRP resist rev with doxorubicin,NFkB transloc inh,NFkB transloc inh cell count 2 µM,PLAP inhibition,NFkB transloc pot,NFkB transloc pot cell count 2 µM
COc1ccccc1-c1cc(C(=O)NC(C)C)no1,-7%,7,92,85,-13,138,4%,13,138
CCOC(=O)C1=C(C)Nc2ccccc2N=C1NC(=O)c1cccc(S(=O)(=O)NCc2ccccc2)c1,-4%,.,.,.,-4,150,5%,4,150
CCCc1nnc(NC(=O)c2cc(OC)cc(OC)c2)s1,4%,14,88,74,.,.,-4%,.,.
O=C(Nc1ccc(N2CCOCC2)c(Cl)c1)c1cccnc1Cl,.,1,93,92,-2,103,.,2,103
O=C(CSc1nc2cccnc2n1Cc1ccccc1)N1CCCC1,3%,-20,69,89,-11,170,9%,11,170
CCOC(=O)c1ccc(N2CN=C3SCC(=O)N3C2)cc1,-10%,-1,105,106,10,140,-32%,-10,140
O=C1CSC(c2cccnc2)N1C1CCCCC1 (stereo not drawn),-8%,12,96,84,-5,99,-8%,5,99
CCS(=O)(=O)Nc1ccc(-c2nnc(SCC(=O)c3ccc(NC(C)=O)c(OC)c3)o2)cc1,-26%,24,98,74,-3,198,-39%,3,198
CCCOC(=O)c1ccc(Nc2nc(C)cc(=O)[nH]2)cc1,-55%,-33,17,50,.,.,-6%,.,.
CC(C)(C)c1ccc(OCC(=O)NCc2ccco2)cc1,1%,.,.,.,.,.,16%,.,.
Cc1cc(C(=O)O)c(S(C)(=O)=O)s1,-7%,3,99,96,-6,162,6%,6,162
CCOC(=O)C1=C(CS(=O)(=O)c2ccccc2)NC(=O)NC1c1ccccc1 (stereo not drawn),-13%,2,97,95,5,197,29%,-5,197
COCCCN1CC23C=CC(O2)C(C(=O)O)C3C1=O (stereo not drawn),6%,-8,94,102,-19,61,-11%,19,61
Cc1ccc(NC2=CC(=O)CCC2)cc1C,-5%,10,95,85,-24,169,28%,24,169
Cc1c(C(=O)NCCN2CCOCC2)sc2nc(-c3ccc(F)cc3)cn12,.,1,81,81,7,106,.,-7,106
O=C(NCc1ccccc1)c1noc2c1CCCCC2,-9%,-2,95,97,9,145,-8%,-9,145
COc1ccc(-c2nc(C#N)c(N3CCCCCC3)o2)cc1OC,6%,-10,70,80,4,185,-52%,-4,185
COc1ccc(-c2noc(CCC(=O)NCCCN3CCC(C)CC3)n2)cc1,-5%,17,97,80,9,145,3%,-9,145
COCCCN1C(=O)C(=O)/C(=C(/O)c2ccc(OCC(C)C)cc2C)C1c1cccnc1 (stereo not drawn),-5%,11,105,94,-14,175,-29%,14,175
Cc1onc(-c2ccccc2)c1C(=O)NCC1CCCO1 (stereo not drawn),0%,12,95,82,-12,113,26%,12,113
COc1ccccc1Nc1ncnc2nc[nH]c12,0%,.,.,.,-14,157,-104%,15,157
COc1ccc(-c2nnn(CCc3nn[nH]n3)n2)cc1,.,-2,102,104,6,103,.,-6,103
Cc1c(C(=O)O)[nH]c2c1C(=O)CC(c1ccc(Cl)cc1)C2 (stereo not drawn),0%,0,92,93,-1,149,-13%,1,149
Cc1cccc(N(CC(N)=O)C2SC(=O)NC2=O)c1 (stereo not drawn),.,6,91,85,3,142,.,-3,142
Cc1ccc(-n2nc3cc(C)c(N)cc3n2)cc1,5%,13,100,87,5,90,-12%,-5,90
CCCN(CCC)CCSc1nc(O)c(C(C)C)c(=O)[nH]1,-3%,-2,92,94,.,.,3%,.,.
CCOC(=O)c1cnc(SCC(=O)N2CCc3ccccc32)nc1N,-2%,1,90,89,7,176,4%,-7,176
N#Cc1cc2c(=O)n3ccccc3nc2n(CCN2CCOCC2)c1=O,8%,16,101,85,.,.,7%,.,.
CCc1c(C)sc(NC(=O)Cn2nc(C(F)(F)F)c3c2CCCC3)c1C#N,-4%,.,.,.,2,125,-20%,-2,125
CCOc1cc(NC(=O)c2ccco2)c(OCC)cc1NC(=O)CCc1ccc(OC)cc1,4%,-15,33,48,.,.,-12%,.,.
O=C(CN1CCN(C(=O)c2ccco2)CC1)Nc1ccc2c(c1)OCO2,.,10,110,100,-17,153,.,17,153
O=C(COc1ccc(S(=O)(=O)N2CCCCC2)cc1)N1CCCCCC1,-5%,-5,86,91,-3,155,15%,3,155
Cc1ccc2cc(CN(CC3CCCO3)S(=O)(=O)c3c(C)ccc4nsnc34)c(=O)[nH]c2c1 (stereo not drawn),1%,-12,82,94,-3,104,2%,3,104
CCCn1c(=O)[nH]c(=O)c2c1nc(-c1ccc(OC(F)(F)C(F)C(F)(F)F)cc1)n2CCOC (stereo not drawn),19%,-2,69,70,-20,162,-22%,20,162
O=C(CNC(=O)c1ccc(Br)o1)NCc1ccc2c(c1)OCO2,-28%,-2,94,96,.,.,3%,.,.
O=S(=O)(Nc1ccc(-c2nc3cccnc3s2)cc1)c1cccs1,-4%,-1,88,89,-7,149,-25%,7,149
CCC(=O)NNc1cccc(Cl)n1,-2%,.,.,.,-8,174,6%,8,174
CCCCSc1nnc(NC(=O)CCc2ccccc2)s1,-3%,-5,84,89,-12,86,-3%,12,86
CCCCNc1cc(=O)n(C)c(=O)[nH]1,0%,1,99,98,-2,150,14%,2,150
Cn1cc(S(=O)(=O)N2CCN(c3cccc(C(F)(F)F)c3)CC2)c(=O)n(C)c1=O,10%,9,97,89,56*,57*,-16%,-56,57
COc1ccc(CCC(=O)Nc2nc3ccccc3[nH]2)cc1OC,1%,-2,90,91,-15,153,2%,15,153

# An excerpt; count on the stated rates, not on these rows.
